Pin1 inhibitor: human Pin1 inhibition. Q13526. Pin1 FP peptide displacement, HiFluor488, 10 min. Potency, µM (series often up to 115 µM), inactives show at the top dose activity, negative = inhibition, usual class: inhibitors. 0.009% of 390,000 active; active means well fitted inhibition curve with a large enough effect in the polarisation, with a control signal flat, not every such curve was filed as active; inconclusive means small, poorly fitted or top-dose-only effect, or effect the other way, or a change in a side signal; inactive means no such curve, though single readings can be large or run the other way; the % refers to the polarisation; further: on the % scale 0 is the no-effect control and ±100 the full control effect
Target sequence (Q13526 whole entry, looked up): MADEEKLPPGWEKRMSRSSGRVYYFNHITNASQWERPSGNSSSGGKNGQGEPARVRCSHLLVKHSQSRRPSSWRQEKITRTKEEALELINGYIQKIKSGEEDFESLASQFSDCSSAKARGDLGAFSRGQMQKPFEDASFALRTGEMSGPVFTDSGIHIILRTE
BLM helicase inh: blocks DNA unwinding by human BLM helicase. P54132. Potency, µM (doses to about 56.1 µM), without a hit: at the top dose activity change, negative = inhibition, actives largely listed as inhibitors. 0.2% of 350,000 active. AID 2528. recombinant BLM DNA unwinding, fluorescence dequenching;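 further: plate controls were vehicle for no effect and no enzyme for full effect; nearly all actives have a fitted effect of over 35% in size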
G9a inh: G9a (human) methyltransferase inhibition; Q96KQ7; G9a H3K9 monomethylation, AlphaScreen, 2 h; Potency, µM (series often up to 102 µM), for inactives: at the top dose activity, negative = inhibition, usual class: inhibitors; 8.8% of 350,000 active; AID 504332; further: on the % scale 0 is the no-effect control and ±100 the full control effect; nearly all actives have a fitted effect of over 75% in size
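Quantitative HTS format: methyltransferase activity on a biotin-tagged H3K9 peptide is measured by AlphaScreen, using a rabbit anti-monomethyl-H3K9 antibody with streptavidin donor and anti-IgG acceptor beads. Final levels are 20 nM enzyme, 500 nM peptide, 20 uM SAM; 2 h RT.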
HP1b chromo inh: inhibitors of HP1-beta chromodomain binding to methylated histone tails; AlphaScreen HP1-beta / biotin-H3K9me3 peptide binding; Potency, µM (titrated, usually from 114 µM), for inactives: top-dose activity change, negative = inhibition, usual class: inhibitors; 0.56% of 390,000 active; further: nearly all actives have a fitted effect of over 70% in size; inactives centre near 23
Target sequence (P83916 whole entry, looked up): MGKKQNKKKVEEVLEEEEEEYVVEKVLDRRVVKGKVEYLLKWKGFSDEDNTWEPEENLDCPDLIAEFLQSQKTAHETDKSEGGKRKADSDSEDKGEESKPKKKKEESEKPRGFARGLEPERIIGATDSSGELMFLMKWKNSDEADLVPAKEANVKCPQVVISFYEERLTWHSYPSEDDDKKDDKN
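AlphaScreen: HP1-beta (50 nM) preformed 30 min with biotin-H3(1-18)K9me3 peptide (50 nM) in PBS pH 7.4, 0.01% Tween-20. Compound added for 30 min at RT, then streptavidin donor/nickel chelate acceptor beads (10 ug/mL) for 30 min.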
Pol iota inh: blocks human DNA polymerase iota activity; 1% of 390,000 active; Potency, µM (highest dose often 115 µM), inactives show at the highest dose activity, negative = inhibition, usual class: inhibitors; Pol iota fluorescent replication assay, 10 min; AID 588590
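Fluorescent replication assay read twice, at 0 min and 10 min after adding 50 nM (final) substrate. Enzyme (10 nM) and compounds were first incubated 15 min at room temperature; enzyme-free buffer wells were negative controls.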
JMJD2A Tudor: blocks the human JMJD2A Tudor domain; O75164; AlphaScreen JMJD2A-Tudor / H3K4me3 peptide binding; Potency, µM (top dose mostly 114 µM), for inactives: top-dose activity change, negative = inhibition, usual class: inhibitors; 4.4% of 390,000 active; further: on the % scale 0 is the no-effect control and ±100 the full control effect; nearly all actives have a fitted effect of over 50% in size
BAZ2B block: inhibitors of human BAZ2B bromodomain; Q9UIF8; AlphaScreen BAZ2B-H3K14Ac peptide displacement; Potency, µM (titrated, usually from 114 µM), inactives show top-dose activity change, negative = inhibition, most hits filed as inhibitors; 4.4% of 360,000 active; further: on the % scale 0 is the no-effect control and ±100 the full control effect; nearly all actives have a fitted effect of over 60% in size
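AlphaScreen displacement: compounds (up to 110uM) incubated 30 min at room temperature with a preformed 50 nM BAZ2B/50 nM biotinylated H3K14Ac peptide complex in PBS pH 7.4 with Tween-20. Donor and acceptor beads at 10 ug/mL final added, 20 min light-protected before reading.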
PGK inhibitor: T. brucei PGK inhibition. P07378. PGK/GAPDH coupled, Kinase-Glo luminescence, 60 min. Potency, µM (titrated, usually from 57.5 µM), for inactives: top-dose activity change, negative = inhibition, usual class: inhibitors. 0.043% of 380,000 active. AID 602233; further: on the % scale 0 is the no-effect control and ±100 the full control effect; nearly all actives have a fitted effect of over 60% in size
Target sequence (P07378 whole entry, looked up): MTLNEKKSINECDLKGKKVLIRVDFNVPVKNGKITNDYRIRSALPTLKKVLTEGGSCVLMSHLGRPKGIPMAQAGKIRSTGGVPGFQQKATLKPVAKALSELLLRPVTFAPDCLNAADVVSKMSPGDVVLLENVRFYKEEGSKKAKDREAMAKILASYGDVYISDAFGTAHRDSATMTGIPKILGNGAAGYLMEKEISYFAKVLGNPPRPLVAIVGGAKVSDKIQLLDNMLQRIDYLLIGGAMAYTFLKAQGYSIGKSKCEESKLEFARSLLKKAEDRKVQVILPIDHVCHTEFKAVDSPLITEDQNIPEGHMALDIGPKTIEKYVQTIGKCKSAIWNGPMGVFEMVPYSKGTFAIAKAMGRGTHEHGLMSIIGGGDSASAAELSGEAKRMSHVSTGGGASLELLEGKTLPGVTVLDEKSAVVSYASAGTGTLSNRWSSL
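Luminescent ATP detection (Kinase-Glo Plus) follows a 60-minute room-temperature incubation, with wells lacking PGK as controls. Buffer: 100 mM TEA (pH 7.6), 5 mM MgCl2, 0.01% Tween-20. Coupling enzyme GAPDH (100 nM final) supplies unstable 1,3-BPG in-well.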
GLS inhibitor: blocks human kidney-isoform glutaminase activity; Potency, µM (top dose mostly 45.5 µM), inactives show at the highest dose activity change, negative = inhibition, usual class: inhibitors; GLS enzymatic activity, qHTS titration; 0.21% of 410,000 active; O94925; further: on the % scale 0 is the no-effect control and ±100 the full control effect
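Compounds were pin-transferred onto hKGA, after which L-glutamine (1 mM solution) and a detection mix of glutamate oxidase, HRP and Amplex Red were added. Initial and 30 min RT fluorescence reads were collected.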
* hit, by the source's call; i = inactive; ? = inconclusive; . = not tested or not shown; & = joins results of further samples; [ ] = another dose, or the depositor's remark. Unless noted, the call rests on the fitted dose curve; in most records, active means well fitted curve in the direction sought with a large enough effect; inconclusive means small, poorly fitted or top-dose-only effect, or another doubt; inactive means no such curve, though single readings can be large; an effect the other way counts as inactive or inconclusive. Potency means the concentration at half of the fitted maximal effect. An excerpt; count on the stated rates, not on these rows.

Each structure is followed by: Pin1 inhibitor, BLM helicase inh, G9a inh, HP1b chromo inh, Pol iota inh, JMJD2A Tudor, BAZ2B block, PGK inhibitor, GLS inhibitor
O=C1C(=NO)CCc2ccccc21
    4.1%, ., ., ?, ?, ?, ., -11.6%, 6.0%
O=C(OCc1ccccc1F)c1cc2ccccc2cc1O
    0.2%, -5.2%, 20.0%[0.501 µM], 198.3%[activator], 4.1%, 183.6%[activator], 137.4%[activator], -9.5%, -0.9%
CCc1noc(C)c1C(=O)Nc1nc(-c2ccc(OC)c(OC)c2)cs1
    8.5%, ., ?, -16.5%, 11.5%, -33.1%, 0.1%, -6.5%, 13.0%
CC(C)[C@H](NC(=O)[C@@H]1CSCN1C(=O)OC(C)(C)C)C(=O)NCC1CCC(C(=O)O)CC1 (some centres not stated)
    0.2%, -2.5%&-5.0%, 5.1%[12.7 µM], 45.0%[activator], 16.8%, -18.6%, -3.5%&-6.5%, 0.2%, 11.6%
COc1ccc2oc(=N)c(C(=O)Nc3ccccc3)cc2c1
    -1.8%, -3.5%, ?, -1.6%, 18.7%, -15.8%, 0.6%, -11.3%, 5.4%
COc1ccc(NC(=O)CN2C(=O)CCc3cc(S(=O)(=O)N4CCOCC4)ccc32)cc1Cl
    -7.7%, -2.9%, -6.3%[12.7 µM], 16.9%, 4.2%, -6.3%, -21.8%, 5.4%, 3.5%
Cc1ccnc(SCCn2c(N3CCCCC3)nc3c2c(=O)n(C)c(=O)n3C)n1
    -5.8%, -1.5%, -40.9%, 37.9%, 10.5%, -5.6%, 12.6%, i, -12.8%
COCc1c(C(=O)N2CCN(S(=O)(=O)c3ccccc3Cl)CC2)oc2ccccc12
    0.5%, ., 18.1%[12.7 µM], 43.5%[activator], -11.2%, -11.6%, -1.0%, 1.1%, 15.8%
COCCN(C(=O)CSc1nc2ccccc2s1)c1c(N)n(Cc2ccccc2)c(=O)[nH]c1=O
    ?, ., ., -10.1%, 3.4%, ?, ., -16.5%, 6.8%
COC(=O)c1cc2occc2n1CC(=O)Nc1ccc(OC)c(OC)c1
    -3.5%, -4.2%, -29.2%[59 µM], 22.7%, 19.2%, -9.9%, 7.6%, -1.8%, 4.6%
CC(=O)c1ccc(S(=O)(=O)Nc2ccc(-n3c(C)nc4ccccc4c3=O)cc2)cc1
    -2.7%, ., -4.1%[2.33 µM], 32.0%, 11.0%, -13.1%, -2.3%, -1.4%, -0.5%
COc1ccc(OC)c(C2/C(=C(/O)c3ccc(C)cc3)C(=O)C(=O)N2Cc2ccco2)c1 (configuration not stated)
    -6.0%, -2.8%, ?, 23.4%, 19.3%, -1.8%, -38.2%, i, -2.3%
Cn1cccc1/C=N/NC(=O)CNc1cccc2ccccc12
    4.5%, 0.4%, ., ?, 55.3%[activator], ?, -29.7%, -6.5%, ?
CCN(CC)CCOC(=O)c1ccc(NC(=O)CCCN2C(=O)S/C(=C/c3ccc(OC)cc3)C2=S)cc1
    ?, -7.1%, 39.8µM*, ?, ?, ?, ?, i, 6.9%
O=C(CCN1C(=O)c2cccc3cccc(c23)C1=O)NCc1ccco1
    9.1%, 0.6%, ?, 23.2%, ?, -16.6%, -13.1%, -4.4%, 3.1%
Cc1ccnc(NC(=O)CNC(=O)c2ccc3ccccc3c2)c1
    2.8%, ., -0.7%[59 µM], 22.7%, 10.5%, -16.6%, -37.7%, 2.7%, 3.9%
CCN(CC)C(=O)[C@H]1CC(CC(=O)NCCN2CCOCC2)C(=O)N2CCc3c([nH]c4ccc(OC)cc34)[C@]12C (some centres not stated)
    1.8%, ., ., 39.4%[activator], 40.6%[activator], -8.9%, ., 6.4%, -1.8%
COC(=O)c1cc(S(=O)(=O)N2CCN(c3ccc(OC)cc3)CC2)c[nH]1
    -4.2%, -4.3%, ?, 15.3%, 11.6%, -23.4%, -9.8%, -10.5%, 14.7%
CS(=O)(=O)N1CCN(c2ccc(NC(=O)COc3ccccc3)cc2)CC1
    -0.5%, -2.6%, -26.7%, 40.3%[activator], 43.6%[activator], -1.0%, -15.9%, -8.6%, -2.5%
O=C(O)c1cc(NN=C2CCN(Cc3ccccc3)CC2)ccc1Cl
    -10.4%, 0.0%, ., 22.9%, -14.3%, -22.9%, 14.5%, 5.0%, -8.2%
O=C(CN1C(=O)c2ccccc2C1=O)Nc1cccc(S(=O)(=O)Nc2ccccc2Cl)c1
    11.6%, -7.9%, ?, -10.3%, 3.1%, -35.9%, -29.4%, -6.7%, 11.8%
Cc1ccc(S(=O)(=O)N2CCC(C(=O)Nc3ccc(N4CCOCC4)cc3)CC2)cc1C
    0.9%, ., 15.8µM*, 26.1%, -6.4%, -4.8%, -1.6%, -4.8%, 9.8%
CCN(CC)CCSc1nnc(Nc2ccccc2)n1-c1ccccc1
    7.1%, 4.9%, 23.8%, 35.6%, 53.4%[activator], -0.7%, -1.5%, -6.0%, -8.7%
CCOC(=O)N1CCN(C(=O)C(C)(C)Oc2ccc(Cl)cc2)CC1
    2.2%, -2.8%, ?, 38.0%, 19.1%, -14.8%, 12.6%, -4.8%, 0.0%
Cc1ccc(-n2nc(CN3CCOCC3)c(-c3ccccc3)c2N)c(C)c1
    0.6%, 4.6%, 15.7%[59 µM], 14.2%, 133.0%[activator], -1.0%, -9.5%, -5.7%, -2.2%
COc1ccc(OC)c(-c2nn(-c3ccccc3)cc2C(=O)NCC(c2cccs2)N2CCOCC2)c1 (configuration not stated)
    -4.1%, ., ?, -0.6%, 25.8%, -26.4%, -10.3%, -2.6%, -1.5%
O=C(Nc1ccc(C(F)(F)F)cc1)C1CCCN1S(=O)(=O)c1cccc2cccnc12 (configuration not stated)
    10.0%, -9.3%, ?, 16.8%, ?, -7.1%, -3.7%, -6.6%, 4.8%
COc1ccc(C(=O)CC2(C(=O)O)CCCCC2)cc1
    8.2%, -4.3%, 23.0%, 39.6%[activator], -3.8%, -6.9%, 5.3%, -2.2%, 2.8%
O=C(CN1CCCc2ccccc21)NCc1ccccc1Cl
    ?, 3.6%, 44.7µM*, 1.0%, 9.2%, -35.8%, -38.7%, 0.0%, 21.4%
C/C(=N\NC(=O)CNC(=O)c1ccccc1Br)c1ccco1
    -5.5%, 3.3%, 24.6%, 42.2%[activator], 42.9%[activator], -13.4%, 2.8%, -9.4%, 1.0%
C/C(CC(=O)NC1CCCCC1)=N\NC(=O)c1ccc(Br)cc1
    1.9%, -4.3%, -19.1%, 36.6%[activator], 43.4%[activator], 1.4%, 1.7%, -6.6%, -1.9%
CC(=O)NCC1COc2ccccc2O1 (configuration not stated)
    -1.1%, -3.8%, 15.5%[12.7 µM], 25.3%, 46.6%[activator], -13.3%, 0.6%, -0.2%, -6.3%
COc1ccc(S(=O)(=O)N2CCC(c3ccncc3)CC2)cc1Cl
    13.4%, -3.1%, 4.2%[59 µM], 35.4%, -3.6%, -1.0%, 1.9%, 0.1%, -17.5%
COc1ccc(Nc2nc(-c3ccccc3)cs2)cc1
    2.4%, -3.9%, 12.6µM*, -10.4%, 17.2%, -25.5%, -31.4%, -0.7%, 5.2%
CC(=O)c1cccc(NC(=O)c2onc(C)c2Cl)c1
    4.0%, 1.4%, -24.4%, 36.8%[activator], 20.2%, -4.1%, -14.9%, -2.7%, -0.3%
CC(C)(C)c1ccc(C(=O)NC(=S)NNC(=O)c2cccs2)cc1
    2.0%, 1.4%, 39.8µM*, -25.4%, 23.8%, ?, -36.9%, -1.9%, -11.1%
COCc1cc(C)nc(OCC(=O)N/N=C/c2ccc(C)o2)c1C#N
    2.1%, -0.4%, 44.7µM*, 54.1%[activator], -3.8%, -0.6%, 11.6%, 8.5%, 0.7%
COc1ccccc1NS(=O)(=O)c1cc(NC(=O)Nc2ccccc2)ccc1N1CCCCC1
    29.1%, -6.0%, 10µM*, ?, 14.7%, -31.1%, -9.5%, -3.0%, 14.3%
O=C(NCCCN1CCCC1=O)c1cc(=O)c2ccccc2o1
    -10.4%, 0.3%, -8.7%[59 µM], 21.7%, -7.1%, 10.5%, 2.9%, -1.8%, 14.6%
CCCc1cc(=O)[nH]c(SCCc2ccccc2)n1
    0.5%, -1.6%, -8.9%, 29.5%, ?, 2.6%, 9.9%, 3.3%, -0.2%
COc1ccccc1N1CCN(S(=O)(=O)c2c(C)sc3ncn(CC(=O)Nc4ccccc4F)c(=O)c23)CC1
    -1.9%, 0.5%, -18.9%[59 µM], 23.1%, 20.3%, -0.3%, -0.3%, -1.3%, -2.7%
COc1cc(-c2nnc(Sc3ccc(C(F)(F)F)cc3[N+](=O)[O-])o2)cc(OC)c1OC
    -0.7%, -2.6%, ?, -28.7%, 2.0%, ?, -37.5%, -1.8%, -9.4%
COc1ccccc1NC(=O)CSc1n[nH]c(-c2ccco2)n1
    0.1%, ., ., -17.3%[57 µM], 55.7%[activator], -32.5%, ., -10.5%, 4.2%
Cc1nc2c(-c3ccccc3)c(C)nn2c(C)c1CCC(=O)O
    ?, 2.5%, -3.4%[59 µM], 54.2%[activator], 50.0%[activator], -1.4%, -3.1%, 2.1%, 3.4%
COC(=O)CCSc1cc(NCCCOC(C)=O)c([N+](=O)[O-])c2nonc12
    ?, ., ., 8.1%[57 µM], ?, 0.8%[57.1 µM], ., ., .
O=C(NC1CCCC1)C(c1ccccc1)N(Cc1ccccc1)C(=O)c1csnn1 (configuration not stated)
    0.2%, -2.9%, 19.7%, 15.4%, 35.2%[activator], -10.3%, 4.5%, 9.2%, -0.7%
CCOc1ccc(-c2noc(CCCC(=O)NC3CCCC3)n2)cc1OC
    -3.9%, -2.3%, -1.6%, 0.6%, 73.4%[activator], -22.5%, -1.5%, -2.0%, 0.9%
Cc1cccc(-c2cc3nc(C)cc(C)n3n2)c1
    7.5%, 0.1%, 60.9%[activator], 9.2%, 13.5%, -42.3%, 15.7%, -5.2%, -1.5%

From PubChem
